KCNQ2 block – KCNQ2 channel blockers in CHO-K1 cells – cell-based, FluxOR thallium flux, B-score, primary screen (AID 2156); O88943; 20 min; hits give low values; B-score at 10 µM; 310,000 tested, 1.1% active;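 active = fluorescence ratio B-score at most minus 3 library SDs, with starting brightness B-score within 2 library SDs, cut at about -5.5 in these data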
Kir21 block – blocks the mouse Kir2.1 inward-rectifier potassium channel; AID 1672; B-score at 10 µM; P35561; 310,000 tested, 0.85% active; HEK293-Kir2.1, FluxOR thallium flux fluorescence; hits give low values;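 active = fluorescence ratio B-score at or below minus 3 SD of library scores, with starting-brightness B-score within 2 SD, cut at about -4.2 in these data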;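 also: channel flux triggered by added potassium and thallium sulfate stimulus; B-score of peak minus minimum fluorescence over baseline after thallium stimulus; more negative B-score means stronger Kir2.1 block with less thallium influx; some compounds called inactive have numbers as strong as hits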
Target sequence (P35561 whole entry, looked up): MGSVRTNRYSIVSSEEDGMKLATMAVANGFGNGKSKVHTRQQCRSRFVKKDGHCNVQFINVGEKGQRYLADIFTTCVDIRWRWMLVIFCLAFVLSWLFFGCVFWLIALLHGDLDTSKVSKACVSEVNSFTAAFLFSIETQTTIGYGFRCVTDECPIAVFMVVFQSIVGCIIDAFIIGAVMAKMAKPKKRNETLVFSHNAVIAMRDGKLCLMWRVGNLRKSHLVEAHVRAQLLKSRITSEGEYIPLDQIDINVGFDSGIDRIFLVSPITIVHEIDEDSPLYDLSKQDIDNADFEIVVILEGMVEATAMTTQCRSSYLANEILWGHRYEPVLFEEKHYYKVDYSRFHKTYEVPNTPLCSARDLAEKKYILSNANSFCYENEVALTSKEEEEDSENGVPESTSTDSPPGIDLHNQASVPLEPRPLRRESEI
An asterisk follows results filed as active; i = inactive.

compound | KCNQ2 block | Kir21 block
Cc1c(Cl)cccc1NC(=O)CCCN1C(=O)CCC1=O | i | 0.5
Cc1ccc2nc(SCC(=O)Nc3c(C)n(C)n(-c4ccccc4)c3=O)[nH]c2c1 | i | 2.45
CCOc1cc(CNCCCN2CCOCC2)ccc1OCC(=O)Nc1cccc2ccccc12 | i | -1.58
COC(=O)Cn1cnc2c(C#N)c3n(c2c1=O)CCCC3 | i | 0.41
Clc1ccc2c(NNc3ccccc3Cl)ccnc2c1 | i | 2.2
CC(C)(CNC(=O)c1ccc(Br)o1)CNC(=O)c1ccc(Br)o1 | i | -1.13
CCOc1cc(/C=N\NC(=O)c2ccc(C)nc2)cc([N+](=O)[O-])c1O | i | 0.75
CN(CC(=O)NCc1cccnc1)S(=O)(=O)c1ccc(F)cc1 | i | -0.28
Cc1nn(-c2ccccc2)c(Cl)c1/C=N/NC(=O)c1cccc(S(=O)(=O)N2CCCC2)c1 | i | -1.45
CCCc1cc(=O)oc2c(C)c(OCC(=O)Nc3cccnc3)ccc12 | i | 0.02
CC(C)(C)NC(=O)Nc1ccccc1C(N)=O | i | 2.09
COC(=O)c1ccc(COc2ccc(/C=N/O)cc2)o1 | i | 0.57
O=C(NCC(=O)N(CCc1ccccc1)C(C(=O)NC1CCCCC1)c1ccncc1)c1ccco1 (stereo unspecified) | i | -0.24
CCOC(=O)n1c(=O)oc2cc(S(=O)(=O)N3CCOCC3)ccc21 | i | -0.45
CCOC(=O)c1sc(SCc2ccccc2)c2c1CC(C)(C)CC2=O | i | 0.64
Cc1ccc(C(=O)Nc2ccc(C(=O)O)cc2NC(=O)c2ccc(C)cc2)cc1 | i | 1.56
Cc1ccc(S(=O)(=O)NC(C(=O)OCC(=O)NC2CCS(=O)(=O)C2)C(C)C)cc1 (stereo unspecified) | i | 2.09
CCN1CCN(C(=S)NCC(C)C)CC1 | i | 0.9
CCCCNC(=O)C1CC(=O)N(CCc2ccc(C)cc2)C1 (stereo unspecified) | i | 0.37
CN(C)S(=O)(=O)c1ccc(N2C(=O)CC2(/C=C/c2ccccc2)C(=O)NC2CCCC2)cc1 (stereo unspecified) | i | 2.47

Entries from the list above that have four or more nitrogen atoms, in the order listed:
compound | KCNQ2 block | Kir21 block
Cc1ccc2nc(SCC(=O)Nc3c(C)n(C)n(-c4ccccc4)c3=O)[nH]c2c1 | i | 2.45
COC(=O)Cn1cnc2c(C#N)c3n(c2c1=O)CCCC3 | i | 0.41
CCOc1cc(/C=N\NC(=O)c2ccc(C)nc2)cc([N+](=O)[O-])c1O | i | 0.75
Cc1nn(-c2ccccc2)c(Cl)c1/C=N/NC(=O)c1cccc(S(=O)(=O)N2CCCC2)c1 | i | -1.45
O=C(NCC(=O)N(CCc1ccccc1)C(C(=O)NC1CCCCC1)c1ccncc1)c1ccco1 (stereo unspecified) | i | -0.24

Next structures follow.
compound | KCNQ2 block | Kir21 block
O=C(Nc1nnc(-c2ccccc2)s1)c1ccccc1O | i | 0.11
CCOc1cc(CNCc2ccccn2)ccc1OCC(=O)NC(C)(C)C | i | 0
CC(C)(C)C(=O)N1CCN(c2ccc([N+](=O)[O-])cc2-n2cccc2)CC1 | i | 0.1
COc1ccc(OC)c(N)c1 | i | 1.33
CC(=O)Nc1ccc(S(=O)(=O)NCC2CCC(C(=O)NCCCN3CCCC3=O)CC2)cc1 (stereo unspecified) | i | 0.05
COc1ccccc1-c1noc(-c2ccccc2C(=O)N2CCOCC2)n1 | i | 0.33
CCOC(=O)C1CCCCN1S(=O)(=O)c1ccc2c(c1)CC(C)N2C(=O)C1CCC1 (stereo unspecified) | i | 0.36
O=C(OCC(=O)N1CCCCCC1)c1ccc([N+](=O)[O-])cc1Cl | i | 0.26
O=C(OCC(=O)N1CCCC1)c1cc(Cl)ccc1[N+](=O)[O-] | i | 0.73
COc1ccccc1N1CCN(C(C)C(=O)N2CC(C)OC(C)C2)CC1 (stereo unspecified) | i | -1.14
O=C(CSc1nc(O)cc(=O)[nH]1)Nc1ccc2c(c1)CCC2 | i | 1.02
O=C(Nc1c(C(=O)N2CCN(c3ccccn3)CC2)oc2ccccc12)c1cccc([N+](=O)[O-])c1 | i | -0.16
Cc1ccc2cc(CN(CCN3CCOCC3)Cc3nnnn3Cc3ccco3)c(=O)[nH]c2c1C | i | 0.93
COc1ccc(-c2csc(NC3=NCCCCC3)n2)cc1 | i | 0.79
CCn1cc(C(=O)N2CCN(C3CCCCC3)CC2)c2cc(OC)c(OC)cc2c1=O | i | 1.25
CCCC(=O)Nc1sc2c(c1C#N)CC(C)(C)NC2(C)C | i | -1.05
C=CCNC(=O)CN1CCN(C(c2ccccc2)c2ccccc2)CC1 | i | -0.58
Cc1ccc2nc(-c3ccccc3)nc(SC(C)C(=O)NCc3cccs3)c2c1 (stereo unspecified) | i | -0.48
Cc1ccnc(N=Cc2nc(-c3ccccc3Br)oc2O)c1 | i | 0.67
Cc1c[nH]c2cccc(OCC(O)CNC(C)(C)C)c12 (stereo unspecified) | i | 1.22
COc1ccc(-c2noc(CCC(=O)Nc3cc(Cl)c(OC)cc3OC)n2)cc1 | i | 0.15
CC(=O)Nc1ccc(NC(=O)C(C)OC(=O)CCCOc2ccc(Cl)cc2C)cc1 (stereo unspecified) | i | -0.67
CCCCCCc1cc2cc(S(=O)(=O)c3ccc(C)cc3)c(=O)oc2cc1O | i | 0.27
CCN(CC)S(=O)(=O)c1ccc(OCC(=O)NCc2ccccc2)cc1 | i | 1.25
C=CCSc1nnc(-c2cc3c(C(F)(F)F)nn(C)c3s2)n1C | i | 0.9
CC(=O)N1CCN(C(=S)NCc2ccccc2)CC1 | i | -1.92
COCC(=O)Nc1cc(C)cn(Cc2cccc(C(F)(F)F)c2)c1=O | i | 2.39
O=C(O)c1ccc(-c2noc(-c3ccccc3C(F)(F)F)n2)cc1 | i | -1.13
c1ccc2c(c1)OCCOCCOCCOCCOc1ccccc1OCCOCCOCCO2 | i | -4.76
OC(CNCCc1ccc(C(F)(F)F)cc1)COc1cccc2ccccc12 (stereo unspecified) | -7.1* | -8.02*
Cc1[nH]c(=O)[nH]c(=O)c1S(=O)(=O)Nc1ccc(F)c(Cl)c1 | i | -0.1
O=C(O)c1cnn(-c2ccccc2)c1-c1ccncc1 | i | 1.04
CCOc1c(Br)ccc2c1sc1nc[nH]c(=O)c12 | i | 0.91
COCCn1c(SCC(=O)Nc2cc(OC)ccc2OC)nc2c(c1=O)SC(C)C2 (stereo unspecified) | i | -0.48
CC(C)Cn1c(N)c(C(=O)COC(=O)c2ccc(Cl)cc2)c(=O)n(C)c1=O | i | 1.63
S=c1[nH]nc(-c2ccccn2)n1/N=C/c1ccc(Cl)c(Cl)c1 | i | -0.35
COc1ccc2c(c1)sc(=N)n2CC(=O)Nc1cc(C)cc(C)c1 | i | 0.29
O=C(N/N=C/c1ccc(O)c(O)c1)C1CC1 | i | 0.83
Cc1cccc(C)c1N1C(=O)C(Cl)=C(N2CCCC2)C1=O | i | 0.3
O=C(c1ccc(CS(=O)c2cccc(Cl)c2)o1)N1CCN(c2ccccn2)CC1 (stereo unspecified) | i | 0.67
Cc1ccc(/C=C/C(=O)O)cc1S(=O)(=O)N1CCCCC1 | i | 1.17
COc1ccc(Cl)cc1NC(=O)CN1C(=O)NC2(CCCC2)C1=O | i | 1.08
COc1cccc(/C=N/NC(=O)c2cc3c(OC)cccc3[nH]2)c1O | i | 0.04
COC(=O)c1cccc(-n2nnnc2SCC(=O)Nc2cc(C)on2)c1 | i | -0.11
COC(=O)c1cc(C(=O)OC)cc(-n2c(C)cc(C=O)c2C)c1 | i | -0.07
Cc1cc(C)c2nc(-c3ccncc3)cc(C(=O)N3CCN(Cc4ccccc4Cl)CC3)c2c1 | i | -0.22
O=C(OCC(=O)N1CCN(C(=O)c2ccco2)CC1)c1sc2ccccc2c1Cl | i | -0.81
C=C(C)Cn1c(CCNC(=O)c2ccco2)nc2ccccc21 | i | -0.52
Cc1ccc(S(=O)(=O)NCc2nc(-c3ccccc3)no2)cc1 | i | -2.76
CCOC(=O)c1cc2c(=O)c3ccccc3oc2nc1C | i | -1.42

Complete entries as entered above. Order of screens: KCNQ2 block, Kir21 block
COC(=O)c1cc(C(=O)OC)cc(-n2c(C)cc(C=O)c2C)c1 in the list: i, -0.07
O=C(OCC(=O)N1CCN(C(=O)c2ccco2)CC1)c1sc2ccccc2c1Cl in the list: i, -0.81

Remaining list, next part
compound | KCNQ2 block | Kir21 block
CCC(=O)c1cn(CC(=O)Nc2ccc(C)cc2C)c2ccccc12 | i | 1.03
CCC(C)NC(=O)CSc1nc2ccccc2c(=O)n1CCCC(=O)NCC1CCCO1 (stereo unspecified) | i | 1.51
CC1CCCN(S(=O)(=O)c2ccc3c(c2)C(C)(C)C(=O)N3C)C1 (stereo unspecified) | i | -3.11
COCC(=O)Nc1sc2c(c1C(=O)OC)C(C(=O)OC)CC2 (stereo unspecified) | i | -1.46
CC(OC(=O)c1cc2sccc2n1C)C(=O)NCCc1ccccc1 (stereo unspecified) | i | -2.33
Cc1ccc(C)c(NS(=O)(=O)c2ccc(OCC(=O)NCc3cccnc3)cc2)c1 | i | -0.59
O=C1CCCN1CCC(=O)N1CCCC(Nc2ccc(F)c(F)c2)C1 (stereo unspecified) | i | -0.13
Cc1ccc(NC(=S)N(CCN2CCCCC2)Cc2ccco2)cc1C | i | -0.41
Fc1ccc(NC(=S)N/N=C/c2cccc(Br)c2)c(F)c1 | i | -0.69
O=C1OCCC1Sc1nnc(-c2ccc(Cl)cc2Cl)o1 (stereo unspecified) | i | 1.01
Cc1cc2c(c(N3CCOCC3)n1)C(=O)OC2 | i | -0.37
c1ccc(-c2ccc(-c3cn4c(n3)CCC4)cc2)cc1 | i | -1.17
CSc1nc2nc(-c3cccs3)cc(C(F)(F)F)c2c(=O)[nH]1 | i | -1.49
Cc1cccc(NS(=O)(=O)c2ccc(C)c(C(N)=O)c2)c1 | i | 0.9
Cn1cc(C(=O)NCc2cccnc2)c(=O)c2cc(S(=O)(=O)N3CCCCCC3)ccc21 | i | -2.38
CC(=O)N1CCN(c2nc(-c3ccco3)c3c(c2C#N)CC(C)(C)SC3)CC1 | i | -0.35
NC(=O)c1c(NC(=O)C2c3ccccc3Oc3ccccc32)sc2c1CCCCC2 | i | 0.81
CCOC(=O)C1(C)NC(c2ccco2)C2C(=O)N(c3ccc(C)cc3)C(=O)C21 (stereo unspecified) | i | 0.42
COc1ccc(N2CCN(C(=O)CNC(=O)c3nn(-c4ccc(OC)cc4)c(=O)c4ccccc34)CC2)cc1 | i | 0.71
COc1cc(/C=N/NC(=O)CC(=O)NC2CCCCC2)ccc1O | i | 2.67
COc1ccc(S(=O)(=O)N2CCN(Cc3ccccc3)CC2)cc1 | i | -1.47
Cc1cc(OC(C)C(=O)NCCCn2ccnc2)c2c(C)cc(=O)oc2c1 (stereo unspecified) | i | -0.77
O=C(CSc1ncn[nH]1)NCCC(c1ccccc1)c1ccccc1 | i | -5.21*
COc1ccccc1C(=O)NCCC(=O)Nc1ccncc1 | i | -1.09
NC(=S)N/N=C/c1ccc([N+](=O)[O-])cc1 | i | -0.02
COCCCNC(=S)N1CCN(c2nc(-c3ccccc3)cs2)CC1 | i | -0.69
Cn1ccnc1Sc1nnnn1-c1ccccc1 | i | -0.94
CC(=O)c1cccc(NC(=O)[C@@H](NC(N)=O)C(C)C)c1 | i | 0.14
CC(Cc1ccccn1)NC(=O)c1ccc(OC2CCN(Cc3ccccn3)CC2)cc1 (stereo unspecified) | i | 0.25
CCOC(=O)C1=NNC2(c3ccc(Cl)cc3)C(=O)N(c3ccc(C)cc3)C(=O)C12 (stereo unspecified) | i | 0.82
COc1ccc(-c2noc(Cc3ccccc3OC)n2)cc1 | i | 0.18
OCCC1CN(Cc2ccc(F)cc2)CCN1CCCc1ccccc1 (stereo unspecified) | i | -0.14
Cc1nc2ccccc2c(=O)n1Nc1cccc(Cl)c1 | i | 0.47
Cc1ccc(-n2c(-c3cnccn3)n[nH]c2=S)c(Br)c1 | i | -0.13
O=c1[nH]nc(SCc2nnc(-c3ccc([N+](=O)[O-])cc3)o2)n1C1CCCCC1 | i | 4.64
O=C(NCCc1ccccc1)C1CCCN1S(=O)(=O)c1ccccc1 (stereo unspecified) | i | -0.23
COc1cc(CN2CCN(Cc3ccc([N+](=O)[O-])cc3)CC2)c([N+](=O)[O-])cc1OC | i | 0.01
O=C(CSC1=NC(=O)C(Cc2ccccc2)C(=O)N1)Nc1ncc(Br)cc1Br (stereo unspecified) | i | -0.06
COCCNC(=S)N=Nc1c(O)[nH]c2c(C)cc(C)cc12 | i | -0.15
COc1cccc(/C=C2/Sc3ccc(C(=O)NCCCN4CCCC4)cc3NC2=O)c1 | i | -1.23
Cc1ccc2c(c1)NC(=O)C(CC(=O)NC1CCCCC1C)O2 (stereo unspecified) | i | 0.17
Cc1c(CC(=O)N[C@@H](C)C(=O)O)c(=O)oc2cc3c(cc12)CCC(C)(C)O3 | i | -1.11
Cc1ccc(-n2c(SCC(=O)O)nc3c(sc(=S)n3-c3ccc(C)c(C)c3)c2=O)cc1 | i | -0.04
CCOc1cc(C(=O)NCCCn2ccnc2)cc(OCC)c1OCC | i | -1.52
C/C(=N\NC(=O)c1ccccc1O)c1cccc(NC(=O)c2ccccc2)c1 | i | 0.38
O=C(N/C(=C/C=C/c1ccccc1)C(=O)N1CCOCC1)c1ccccc1Br | i | -1.06
COc1ccc(OCc2nnc3n2N=C(c2ccc(C)cc2)CS3)cc1 | i | -0.88
CN(C)CCNCCCOc1ccccc1-c1ccccc1 | i | -0.61
CC(=O)N1CCN(c2ccc(NC(=O)c3ccco3)cc2)CC1 | i | 0.78

Source: PubChem BioAssay (Johns Hopkins Ion Channel Center)
